# Tb PFK block = inhibitors of T. brucei phosphofructokinase; 0.17% of 330,000 active; Potency, µM (top dose mostly 57.5 µM), inactives show at the highest dose activity, negative = inhibition, actives largely listed as inhibitors; O15648; T. brucei PFK, ADP-Glo luminescence;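 note: potency is the fitted concentration of half-maximal effect; 0% = uninhibited 1x PFK enzyme wells and -100% = no-enzyme wells; nearly all actives have a fitted effect of over 60% in size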
# Target sequence (O15648 whole entry, looked up): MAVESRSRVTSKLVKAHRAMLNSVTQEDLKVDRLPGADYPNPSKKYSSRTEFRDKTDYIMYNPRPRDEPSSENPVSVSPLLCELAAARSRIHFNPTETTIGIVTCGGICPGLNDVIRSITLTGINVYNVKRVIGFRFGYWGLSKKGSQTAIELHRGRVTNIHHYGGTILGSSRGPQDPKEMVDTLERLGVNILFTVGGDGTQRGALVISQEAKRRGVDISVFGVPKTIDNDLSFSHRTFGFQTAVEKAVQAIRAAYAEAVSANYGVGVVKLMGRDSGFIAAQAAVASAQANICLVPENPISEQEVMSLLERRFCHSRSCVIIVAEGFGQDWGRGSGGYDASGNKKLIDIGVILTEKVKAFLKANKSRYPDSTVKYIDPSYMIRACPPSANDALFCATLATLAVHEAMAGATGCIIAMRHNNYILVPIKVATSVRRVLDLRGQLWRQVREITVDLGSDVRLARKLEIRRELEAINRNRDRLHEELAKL
#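 In TEA buffer at pH 8.0 with 5 mM MgCl2, enzyme (1.25 nM) converted F6P (0.5 mM) and ATP (0.1 mM) for 45 min at room temperature. ADP product was read by luciferase luminescence.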
# ELG1 genotoxic = genotoxicity induction in ELG1-luciferase HEK293T cells; Potency, µM (top dose mostly 46 µM), inactives show at the highest dose activity change, positive = activation, hits mostly activators; HEK293T ELG1-luciferase reporter, luminescence, 16 h; 1.3% of 330,000 active; note: potency is the fitted concentration of half-maximal effect; % of control where 0% means no effect; nearly all actives have a fitted effect of over 60% in size
#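 Reporter readout depends on ELG1 protein level, which increases with genetic stress. After 16 hr compound exposure at 37 °C, luciferase activity was quantified using ONE-Glo.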
# ELG1 repair inh = blocks ELG1-dependent DNA repair in HEK293T cells; AID 504467; HEK293T ELG1-luciferase reporter, luminescence, 16 h; DNA damage induced by 5-fluorouridine; Potency, µM (titrated, usually from 46.1 µM), for inactives: at the highest dose activity change, negative = inhibition, hits mostly inhibitors; 2.3% of 330,000 active; note: potency is the fitted concentration of half-maximal effect; % is set by controls: 0 for no effect and ±100 for the full control effect; nearly all actives have a fitted effect of over 55% in size
#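 5-Fluorouridine DNA damage + compound/DMSO, 2,000 cells/well, 16 h, 37 °C/5% CO2. ONE-Glo, 30 min RT, luminescence. Readout = decrease in reporter signal.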
# RORg inh = blocks mouse ROR gamma transcriptional activity; 5.4% of 310,000 active; Potency, µM (titrated, usually from 53.6 µM), for the others: top-dose activity change, negative = inhibition, actives largely listed as inhibitors; AID 2551; Drosophila S2 Gal4-RORgamma UAS-luciferase reporter, 20 h; P51450; note: potency is the fitted concentration of half-maximal effect; % is set by controls: 0 for no effect and ±100 for the full control effect; nearly all actives have a fitted effect of over 60% in size
#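 Using a luciferase readout, inhibitors were identified by reduced reporter activity in Drosophila cells coexpressing a copper-inducible Gal4–ROR gamma fusion and UAS-driven Photinus luciferase, incubated 20 hr after 700 uM copper sulfate.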
# NPC1 prom act = activates the NPC1 promoter. Huh7 NPC1 promoter luciferase reporter, 24 h. Potency, µM (highest dose often 9.22 µM), for the others: at the highest dose activation, hits mostly activators. 2.4% of 320,000 active;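 note: potency is the fitted concentration of half-maximal effect; % of control where 0% means no effect; nearly all actives have a fitted effect of over 60% in size; reporter is driven by a mutant NPC1 promoter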
#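 Cells: Huh7 expressing luciferase under the NPC1 promoter, 1500/well. Seeded 2 h, compound added, incubated 24 h at 37 °C. Luciferase reagent, 10 min ambient, then luminescence.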
# Rab9 prom act = activators of Rab9 promoter; Huh7 Rab9 promoter-luciferase reporter, luminescence, 24 h; AID 485297; 2.8% of 320,000 active; Potency, µM (doses to about 9.22 µM), without a hit: at the highest dose activation, negative = inhibition, hits mostly activators; note: potency is the fitted concentration of half-maximal effect; % of control where 0% means no effect; nearly all actives have a fitted effect of over 60% in size
#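 Huh7 cells stably carrying Rab9 promoter–luciferase reporter, plated 1500 cells/well, compound added after 2 h and incubated 24 h at 37 °C; luciferase luminescence then read after 10 min with detection reagent.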
# VP16 counter = inhibits Gal4-VP16 luciferase reporter, ROR gamma counter-screen. Potency, µM (highest dose often 53.6 µM), for the others: at the highest dose activity, negative = inhibition, usual class: inhibitors. AID 2546. 3.5% of 310,000 active. Drosophila S2 Gal4-VP16 UAS-luciferase, luminescence, 20 h;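 note: Gal4-VP16 expression switched on by copper sulfate through the metallothionein promoter; potency is the fitted concentration of half-maximal effect; % is set by controls: 0 for no effect and ±100 for the full control effect; nearly all actives have a fitted effect of over 50% in size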
# p53 reactivation = re-activators of mutant p53; H1299 p53-A138V BP100-luciferase reporter, luminescence, 24 h; Potency, µM (top dose mostly 92.2 µM), for the others: at the highest dose activity change, positive = activation, actives largely listed as activators; 0.063% of 320,000 active; AID 504706; note: potency is the fitted concentration of half-maximal effect; % of control where 0% means no effect; nearly all actives have a fitted effect of over 45% in size
#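 H1299 (p53-null), stable ts p53-A138V + BP100-Luc; 1000 cells/well, Opti-MEM/10% FBS; cpd 4 pt, 1:5; 24 h, 37 deg C, 5% CO2; detection reagent 10 min RT; luminescence.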
# BRCA1 expr act = activators of BRCA1 expression | AID 624202 | Potency, µM (titrated, usually from 46.1 µM), without a hit: at the highest dose activation, actives largely listed as activators | 1.1% of 380,000 active | MCF7-BRCA1-FFLuc reporter, luminescence, 48 h; response scale: scaled: vehicle 0%, 10 µM genistein 100%; note: potency is the fitted concentration of half-maximal effect; nearly all actives have a fitted effect of over 80% in size; some results filed as inactive show a strong effect at the top dose
#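 Compounds are tested at multiple concentrations on MCF7 BRCA1-luciferase reporter cells seeded at 2000 per well; after 48 h, a single luminescence end-point is taken and curves fitted to the normalized data.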
# TRPV1 agonist = activates the human vanilloid receptor TRPV1 | TRPV1-expressing cells, Fluo-8 calcium influx, agonist mode | 0.19% of 320,000 active | Q8NER1 | activation, % at 8.33 µM; in the data active = activation above about 80%; inconclusive = between about 30% and that limit; note: 0% is about no effect
#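 TRPV1-expressing cells were cultured overnight at 35.5C and loaded with Fluo-8 calcium dye for 40 to 90 min at room temperature. After a 10 s baseline, compound was added and calcium influx was read kinetically for 3 min (ex 480/em 520 nm).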
# FLuc counter = counter-screen for miR-21 project: firefly luciferase inhibitors or activators | AID 588342 | 6.9% of 360,000 active | purified FLuc, Km substrates, luminescence inhibition | Potency, µM (highest dose often 57.5 µM), for inactives: at the top dose activity change, negative = inhibition, most hits filed as inhibitors | P08659;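 note: potency is the fitted concentration of half-maximal effect; plate controls were vehicle for no effect and reference inhibitor for full effect; nearly all actives have a fitted effect of over 55% in size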
# Target sequence (P08659 whole entry, looked up): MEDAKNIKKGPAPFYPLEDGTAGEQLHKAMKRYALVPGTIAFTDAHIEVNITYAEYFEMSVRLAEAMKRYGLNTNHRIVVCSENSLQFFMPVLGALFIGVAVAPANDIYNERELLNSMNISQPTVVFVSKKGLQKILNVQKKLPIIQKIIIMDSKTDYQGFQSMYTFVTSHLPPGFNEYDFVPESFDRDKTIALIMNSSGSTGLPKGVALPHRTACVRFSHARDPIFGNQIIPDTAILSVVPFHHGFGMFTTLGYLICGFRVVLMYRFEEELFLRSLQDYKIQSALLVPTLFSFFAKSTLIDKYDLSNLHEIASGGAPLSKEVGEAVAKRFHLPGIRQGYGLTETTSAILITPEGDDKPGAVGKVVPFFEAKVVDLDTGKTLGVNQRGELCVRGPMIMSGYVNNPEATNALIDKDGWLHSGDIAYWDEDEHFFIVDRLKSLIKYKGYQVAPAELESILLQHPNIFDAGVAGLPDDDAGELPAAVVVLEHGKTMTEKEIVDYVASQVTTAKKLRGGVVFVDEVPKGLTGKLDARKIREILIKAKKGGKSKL
#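 Purified P. pyralis luciferase, 10 nM final, with Km-level 10 uM D-luciferin and 10 uM ATP in 50 mM Tris acetate pH 7.5, 10 mM Mg acetate, 0.01% Tween-20, 0.05% BSA; 6-point qHTS titration about 60 µM downward; luminescence read.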
# Starred values were filed as active, the others as inactive; ? = inconclusive; . = not tested or not shown; [ ] = remark or other dose. Unless noted, calls come from the whole dose curve; as a rule, active = well fitted curve in the direction sought with a large enough effect; inconclusive = small, poorly fitted or top-dose-only effect, or another doubt; inactive = no such curve, though single readings can be large; an effect the other way counts as inactive or inconclusive.
SMILES,Tb PFK block,ELG1 genotoxic,ELG1 repair inh,RORg inh,NPC1 prom act,Rab9 prom act,VP16 counter,p53 reactivation,BRCA1 expr act,TRPV1 agonist,FLuc counter
O=c1ccc(=O)n(-c2ccccc2)[nH]1,6%,0%,7%,-10%,-2%,7%,3%,2%,10%,-1,-16%
CCCC(c1nnnn1CS(=O)(=O)c1ccc(C)cc1)N1CCN(C2CCCC2)CC1 (configuration not stated),-2%,-10%,6%,-1%,-42%[inhibitor],-10%,-1%,2%,-19%,6,0%
COc1ccc(NC(=O)Nc2cccc3c2O[C@H](CN(C)S(=O)(=O)c2c(C)noc2C)[C@@H](C)CN([C@H](C)CO)C3=O)cc1,-2%,-2%,?,.,.,.,.,-7%,-8%,.,.
CC(=O)Nc1cccc(C(=O)OCc2ccccc2)c1,0%,?,17%,6%,19%,?,-16%,?,61%,2,?
N#C/C(=C1/CCCCCN1)c1nnc2n1CCCCC2,2%,7%,?,-2%,7%,-3%,6%,3%,13%,3,3%
Cc1ccc(C(=O)COC(=O)CN2C(=O)C3C4CCC(C4)C3C2=O)cc1[N+](=O)[O-] (configuration not stated),1%,-3%,?,27%,8%,2%,-14%,-16%,-6%,-1,1%
COc1cc2c(cc1OC)CN(CC(=O)Nc1ccc3c(c1)OCO3)CC2,4%,1%,?,27%,0%,-2%,-1%,2%,-28%,7,3%
COc1cc(OC)cc(C(=O)N2CCCc3ccccc32)c1,4%,7%,?,-2%,3%,-1%,-8%,18%,-32%,12,?
N#CCCN(C(=O)COC(=O)c1ccc(S(=O)(=O)N2CCCCCC2)cc1)c1ccccc1,0%,8%,10%,.,3%,-8%,.,6%,-4%,0,6%
COc1cc(C(=O)OCC(=O)NC2CC2)ccc1OCCC(C)C,-3%,1%,3%,.,-3%,-5%,.,3%,45%,?,3%
COc1ccc(Cl)cc1NC(=O)CCS(=O)(=O)c1ccc(C)cc1,10%,-4%,-14%,36%,-2%,-7%,-4%,1%,-7%,5,0%
COc1ccc(NC(=O)CN2C(=O)NC(C)(c3ccc4c(c3)OCO4)C2=O)cc1S(N)(=O)=O (configuration not stated),0%,1%,13%,.,.,.,.,2%,-11%,.,.
O=C(O)CSc1nnc(Nc2ccccc2)n1-c1ccccc1,4%,0%,16%,18%,-8%,4%,1%,1%,19%,-2,3%
N#Cc1ccc(NC(=O)COC(=O)CCc2ccc(S(=O)(=O)N3CCCCC3)cc2)cc1,0%,-1%,15%,17%,1%,-1%,1%,8%,11%,2,-2%
O=C(CCNS(=O)(=O)c1cccc2nsnc12)N1CC(=O)N(CCc2ccccc2)C(=O)C1,-2%,4%,5%,12%,-6%,1%,2%,-1%,1%,1,1%
CC(C)CN(C(=O)CN1C(=O)NC(c2ccccc2)(c2ccccc2)C1=O)C1CCS(=O)(=O)C1 (configuration not stated),0%,0%,2%,.,0%,-7%,.,-3%,5%,-1,2%
COC(CNC(=O)c1ccc(-n2c(=S)[nH]c3ccccc3c2=O)cc1)OC,-2%,1%,-2%,-19%,-6%,9%,1%,-1%,15%,7,-7%
CCc1cc(=O)oc2cc(OCC(=O)N3CCC(C(=O)O)CC3)ccc12,2%,2%,28%,22%,-2%,-10%,-3%,10%,4%,-1,0%
CN1C(=O)NC(c2ccc(O)cc2)C(C(=O)c2cccs2)C1(O)C(F)(F)F (configuration not stated),5%,-2%,16%,-44%,-3%,3%,26%,12%,71%,0,2%
c1ccc(-c2ccc(OCCN3CCOCC3)cc2)cc1,2%,?,?,6%,?,?,16%,.,11µM*,-1,17µM*
Cc1cccc(N2CCN(S(=O)(=O)c3ccc4c(c3)C(C)(C)C(=O)N4C)CC2C)c1 (configuration not stated),-1%,-3%,1%,26%,0%,-7%,1%,-5%,-13%,3,3%
Cc1ccn(CCNC(=O)C2CCC(=O)N(CCc3ccc(Cl)cc3)C2)n1 (configuration not stated),1%,3%,6%,18%,4%,1%,2%,-3%,1%,4,2%
O=C(Cc1cccs1)Nc1nc(-c2ccc(F)cc2F)cs1,-4%,3%,?,-4%,0%,-16%,-23%,22%,-30%,4,?
O=C(OCC(=O)N1CCN(c2ccccc2)CC1)c1ccc([N+](=O)[O-])s1,2%,-2%,2%,.,.,.,.,-2%,23%,.,.
O=C(Nc1nc(-c2ccc(S(=O)(=O)N3CCCC3)cc2)cs1)c1ccco1,-1%,-12%,?,?,0%,-8%,-12%,4%,-1%,18,4%
COc1ccc(C(=O)c2c[nH]c3ccccc23)cc1,.,.,.,5%,.,.,-1%,.,3.5µM*,23,3.4µM*
CC(NC(=O)CNC(=O)[C@@H]1Cc2ccccc2CN1)c1ccccc1 (some centres not stated),-1%,0%,14%,-10%,-5%,-5%,1%,-3%,-5%,-2,-1%
O=C(Nc1cccc(F)c1)Nc1c[nH]c(=O)[nH]c1=O,0%,-4%,19%,-1%,-1%,-2%,0%,7%,-23%,0,0%
CN(C)c1cccc2c1C(=O)c1ccccc1C2=O,-2%,1%,-6%,-18%,-2%,-1%,-15%,4%,11%,9,?
CN1CCC(N(C)S(=O)(=O)c2ccc(NC(=O)COc3ccc(F)cc3Cl)cc2)CC1,-1%,9%,-1%,0%,-7%,-6%,-11%,9%,-6%,-2,8%
CCc1c(C)nc(SCC(=O)NC2CCCC2)[nH]c1=O,-12%,12%,?,-5%,1%,-3%,7%,-3%,-3%,0,1%
CCS(=O)(=O)c1ccc2oc(SCC(=O)N3CCCCC3)nc2c1,2%,-7%,?,3%,-6%,-2%,-2%,5%,3%,11,-3%
O=C(CNc1cccc(F)c1)N1CCc2ccccc2C1,-9%,?,?,20%,3.2µM*,4.5µM*,23%,?,7.9µM*,?,13µM*
COc1ccccc1/C=C1\SC(=S)N(NS(=O)(=O)c2ccc(C)cc2)C1=O,28%,4%,3%,1%,2%,-6%,7%,-1%,18%,1,5%
Cc1cccc(N(CC(=O)NCCSc2ccccn2)S(=O)(=O)c2ccccc2)c1,10%,-8%,-24%,-3%,3%,3%,16%,0%,-45%,20,4%
C/C(CC(=O)Nc1ccc(F)cc1)=N\NC(=O)COc1ccccc1,-3%,1%,-12%,25%,2%,-3%,-9%,2%,-17%,4,-10%
O=C(CNC(=S)N(Cc1ccccc1)Cc1cccnc1)NCCN1CCOCC1,0%,7%,-1%,2%,-2%,-2%,-4%,2%,-17%,-2,-2%
CCOC(=O)c1ccc(NS(=O)(=O)c2c(C)n[nH]c2C)cc1,-5%,2%,0%,.,-4%,-8%,.,-5%,8%,1,-1%
O=C(COC(=O)c1cccc(N2C(=O)c3ccccc3C2=O)c1)Nc1ccccc1,-5%,-1%,-3%,41%,2%,-1%,-10%,3%,0%,3,-2%
COc1ccccc1CCC(=O)OC(C)C(=O)Nc1c(C)n(C)n(-c2ccccc2)c1=O (configuration not stated),0%,2%,-3%,.,-3%,0%,.,7%,-16%,1,3%
CN(C)CCCNC(=O)c1ccc2[nH]c3ccccc3c2c1,-1%,1%,-10%,-2%,2%,-2%,-14%,-6%,1%,-2,-1%
O=C(CSc1nc2c(sc3ccccc32)c(=O)n1CCO)NCC1CCCO1 (configuration not stated),11%,2%,5%,19%,-3%,2%,-2%,4%,0%,-2,4%
CCCNC(=O)NC(=O)CSc1nc2ccccc2n1CC(C)C,2%,-7%,?,?,1%,-4%,-6%,-4%,-23%,10,3%
CN(CC(=O)Nc1ccc(F)cc1)S(=O)(=O)c1ccc2c(c1)c(=O)n(C)c(=O)n2C,4%,-6%,-19%,10%,-4%,-4%,-1%,2%,1%,1,1%
Cn1cccc1C(=O)NC(=O)COC(=O)c1ccccc1Sc1ccccc1C#N,-1%,-3%,15%,-2%,-2%,4%,-9%,1%,16%,0,0%
CNC(=O)C1CCN(S(=O)(=O)c2c(C)noc2/C=C/c2cccc(C)c2)CC1,2%,1%,?,-6%,0%,-6%,4%,-13%,-24%,?,2%
Cc1ccc(/C=N/NC(=O)c2cc3c(ccc4ccccc43)o2)o1,11%,-4%,?,.,5%,3%,.,.,8%,27,?

# Random excerpt: 2 records from the list.
SMILES,Tb PFK block,ELG1 genotoxic,ELG1 repair inh,RORg inh,NPC1 prom act,Rab9 prom act,VP16 counter,p53 reactivation,BRCA1 expr act,TRPV1 agonist,FLuc counter
CN(CC(=O)Nc1ccc(F)cc1)S(=O)(=O)c1ccc2c(c1)c(=O)n(C)c(=O)n2C,4%,-6%,-19%,10%,-4%,-4%,-1%,2%,1%,1,1%
COc1ccccc1CCC(=O)OC(C)C(=O)Nc1c(C)n(C)n(-c2ccccc2)c1=O (configuration not stated),0%,2%,-3%,.,-3%,0%,.,7%,-16%,1,3%

# High-throughput results: PubChem BioAssay, National Center for Advancing Translational Sciences (NCATS)
